IEC-6 cytotox: cytotoxicity in IEC-6 intestinal epithelial cells, primary screen, cytotoxicity control for KLF5 inhibitor project, cell-based, luminescence; IEC-6 cytotoxicity, luminescence viability; AID 1825, 2009; 290,000 compounds, 0.78% hits; inhibition, % at 5 µM; in the data active means inhibition above about 22%;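 further: 0% = plate median of test compound wells and 100% = cytotoxic reference compound wells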
HSP90 inh: HSP90 inhibitors, primary screen, cell lysate, luminescence; Heat shock protein HSP 90 (rabbit reticulocyte lysate; luciferase refolding); inhibition, % at 5.6 µM; 290,000 compounds, 0.91% hits; Rabbit reticulocyte lysate, luciferase refolding luminescence, 3 h;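 active means inhibition above the screen-wide mean plus 3 SD, computed separately per campaign, cut at about 16% in these data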;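 further: 0% = DMSO wells and 100% = 60 µM geldanamycin wells; inhibitors lower the luminescence because luciferase stays unfolded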
HIF act: HIF pathway transcriptional activators, primary screen, cell-based, U2OS HRE-luciferase, luminescence | 300,000 compounds, 0.32% hits | activation, % at 7.5 µM (by protocol) | U2OS HRE-luciferase reporter; normalized: DMSO 0%, desferrioxamine 100% | AID 1910, 2009;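 active means mean activation of at least 10% of the iron chelator positive control signal, with at least half of replicates also reaching 10%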
HSF1 activator: HSF-1 activators, primary screen, NIH3T3-HGL cells, MG132 stress, luminescence, single point | NIH3T3-HGL HSF-1 luciferase reporter, 8 h; 100% = twice DMSO control signal | activation, % at 9 µM | 300,000 compounds, 1.7% hits | AID 504408, 2011;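 active means mean replicate activation of at least 50% with a set share of replicates each reaching 50%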;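 further: 0% = median of the neutral control wells and 100% = twice that signal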
KLF5 inhibitor: KLF5 expression inhibitors, primary screen, DLD-1 cells, luminescence | DLD-1 KLF5 promoter-luciferase reporter | inhibition, % at 5 µM | 290,000 compounds, 0.23% hits | AID 1700, 2009;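 active means inhibition above a per-plate limit of that plate's mean compound inhibition plus 3 SD, cut at about 60% in these data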;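 further: 0% = DMSO wells and 100% = LY294002 at 200 µM; higher means less KLF5 promoter-driven luciferase light; inactives centre near -14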
Platelet DG rel: inhibitors of platelet dense granule secretion, primary screen, cell-based, MLPCN, human platelets | human platelet-rich plasma, SFLLRN dense granule ATP release, luminescence | inhibition, %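 (compounds screened at 7.5 µM in platelet-rich plasma)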 | 300,000 compounds, 0.22% hits | AID 1663, 2009;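 active means mean replicate score, as percent of positive control, at or above 50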
AI-2 QS modul: Vibrio harveyi AI-2 quorum sensing modulators, primary screen, JMH597 strain, luminescence/OD600 ratio. 300,000 compounds, 0.4% hits. Vibrio harveyi JMH597 AI-2 luminescence/OD600 ratio, 9 h; hits give low values; strain lacks LuxN and CqsS sensors; 0 = neutral-control median. activity change, % at 7.5 µM; in the data active means activity change below about -75%, passing the limit was not always enough;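 further: luminescence divided by OD600 gain over 9 h not by final OD600 alone; inactives centre near 13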
aSyn 5UTR inh: MLPCN primary screen, SNCA 5' untranslated region; alpha-synuclein 5'UTR reporter, inhibitor activity; inhibition, % (tested at 7.5 µM); 300,000 compounds, 0.82% hits; in the data active means inhibition above about 60%;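 further: H4 neuroglioblastoma cells stably carrying SNCA 5'UTR luciferase fusion; 0% = DMSO wells and 100% = positive control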
SKKanGAS inh: S. pyogenes SKKanGAS growth inhibitors in kanamycin, primary screen, streptokinase expression inhibitor project, SKKanGAS strain, BacTiter-Glo luminescence. 6 h. inhibition, % at 7.5 µM. 300,000 compounds, 1.3% hits. AID 1662, 2009;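 active means mean replicate score, as percent of positive control median, at least 50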;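 further: strain carries kanamycin resistance gene driven by streptokinase promoter and grows in 40 µg/ml kanamycin; loss of luminescence reflects streptokinase promoter inhibition or plain growth inhibition; 0% = median of DMSO wells and 100% = positive control at its reference dose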
HSF1 inhib: HSF1 inhibitors in luciferase reporter cells, primary screen, cell-based, NIH3T3, luminescence; 300,000 compounds, 0.77% hits; NIH3T3-HGL HSE-luciferase, MG132-induced, luminescence 8 h; hits give low values; activity change, negative = inhibition, % at 7.5 µM (by protocol);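 active means more than half of replicate wells show activity change below -50%, luminescence cut by over half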;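 further: luciferase reports HSF-1 transcriptional activity via heat shock element; 0% = median of DMSO wells and -100% = zero luminescence signal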
Numbers without * were called inactive; nt = not tested or not shown.

The line under a structure holds: IEC-6 cytotox	HSP90 inh	HIF act	HSF1 activator	KLF5 inhibitor	Platelet DG rel	AI-2 QS modul	aSyn 5UTR inh	SKKanGAS inh	HSF1 inhib
C1=C2C[N+]3(CCCC3)CC2Cc2ccc3ccccc3c21 (centres undefined)
    2	0	-0.2	-4	-6	-2	17	-1	0	-1
CS(=O)(=O)N1CCN(c2ccc(NC(=S)NC(=O)c3ccccc3[N+](=O)[O-])cc2)CC1
    -2	-6	0.0	-3	9	0	17	8	18	-1
O=C(NCCc1nc2ccccc2[nH]1)/C(=C/c1ccco1)NC(=O)c1ccco1
    -6	-1	0.1	-1	-27	-3	-10	-19	3	-4
CN(C)S(=O)(=O)n1cc(/C=C(\NC(=O)c2ccccc2F)C(=O)NCCCn2ccnc2)c2ccccc21
    5	3	-25	4	-2	-27	-8	-2	3	-7
O=C(Nc1ccc(Cl)cc1)C1CCN(C(=O)c2cccs2)CC1
    -5	15	0.5	-4	-13	-5	16	7	-1	1
COc1ccccc1/C=N/NC(=O)C(=O)Nc1ccccc1OC(F)(F)C(F)F
    4	-1	nt	-9	-32	6	12	-7	1	-10
COc1ccc(NC(=O)CCc2c(C)nn(-c3ccc(N4CCOCC4)nn3)c2C)cc1
    -3	-3	1.7	-4	-29	4	4	-30	-5	8
Cn1c2ccccc2c(=O)c2ccc(F)cc21
    0	-1	1.2	4	-50	-6	1	-42	-4	7
COc1cccc(CN2CCC(C(=O)Nc3ccc(Oc4cccnc4)cc3)CC2)c1
    1	1	-0.1	-11	-16	-7	14	-5	-7	-3
CC1(C)COC(c2ccc(F)c([N+](=O)[O-])c2)=N1
    3	0	-0.1	-21	-10	-7	18	-6	0	-14
CCN(c1ccccc1)S(=O)(=O)c1cccc(C(=O)NCC(c2ccco2)N2CCCC2)c1 (centres undefined)
    0	4	0.3	-17	2	-4	20	18	0	2
CS(=O)(=O)N1CC(C(=O)NN)Oc2ccc(Cl)cc21 (centres undefined)
    3	-1	-0.1	6	5	0	23	-16	2	-4
Cc1ccc(C(=O)O/N=C(\N)Cc2cccs2)cc1[N+](=O)[O-]
    10	-3	1.7	14	-18	-6	-68	-30	-5	12
CCn1c2ccccc2c2cc(NC(=O)CSc3nnc(C4CC4)n3Cc3ccco3)ccc21
    -4	3	0.2	20	2	11	17	-8	13	16
CC1=CC2=NC(=O)/C(=C/c3cccs3)C(=N)N2O1
    7	3	0.1	15	16	15	2	3	-2	1
O=C(c1ccccc1NS(=O)(=O)c1cccc(C(F)(F)F)c1)N1CCc2ccccc21
    2	4	0.0	2	4	-9	17	-1	20	3
COc1cc(C2NC(=O)NC(C)=C2C(=O)OC2CCCCC2)cc(Br)c1O (centres undefined)
    -3	-1	-0.7	32	-8	10	12	6	4	23
Cc1cc([N+](=O)[O-])nn1CC(=O)N1CCOCC1
    -1	3	0.0	-12	2	18	16	8	-12	-5
O=C1NC(c2cccc(Cl)c2)Nc2ccccc21 (centres undefined)
    12	1	1.5	19	-16	-2	19	-56	-8	-1
O=C(CSc1nc2ccccc2s1)NCCOc1ccccc1
    -2	3	0.5	25	-12	-3	2	-37	0	15
O=C(N/C=C/c1ccccc1)c1ccccc1
    nt	nt	4.0	38	nt	8	-5	-135	4	24
Cc1cc(C)c(S(=O)(=O)Cc2ccccc2)c(=O)[nH]1
    -7	-5	0.2	-8	2	11	-3	38	5	-10
O=C(Nc1ccccn1)c1ccc(S(=O)(=O)N2CCCCC2)cc1
    nt	nt	2.5	19	nt	-4	12	-121	0	13
O=C(NCCc1ccc2c(c1)OCCO2)c1ccc(F)cc1
    -4	1	0.9	27	-15	7	9	-35	6	8
COC(=O)Cc1sc(-c2ccccn2)nc1-c1ccccc1
    -4	-1	-0.1	0	14	15	6	-7	-9	-2
O=C(Nc1ccc2c(c1)C(=O)N(c1ccccc1)C2=O)c1cccs1
    -1	-1	-0.2	-11	0	6	1	-7	2	3
CSc1ccc(S(=O)(=O)Nc2ccccc2C(=O)N2CCOCC2)cc1
    -5	1	-0.1	10	-27	0	12	-5	-2	0
CCN(CC)CCCN1C(=O)c2oc3ccccc3c(=O)c2C1c1cc(OC)ccc1OC (centres undefined)
    0	9	0.1	15	0	0	1	-8	1	2
O=C(Cc1cccc(C(F)(F)F)c1)NCC(c1ccco1)N1CCCCC1 (centres undefined)
    -2	-1	-0.3	5	-7	0	3	-8	2	-2
CCCCCOCC1CC(C/C(C)=N/Nc2nc(-c3ccccc3)cs2)C(=O)O1 (centres undefined)
    2	4	0.4	-8	8	9	37	-54	16	-11
COC(=O)c1ccc(COc2ccccc2/C=C(\C#N)C(=O)Nc2ccc(C)cc2C)cc1
    -6	-6	0.5	7	12	2	17	-58	-4	8
COc1ccc(CCNS(=O)(=O)c2cn(C)nc2C)cc1
    3	-2	0.1	20	-12	-2	6	-26	-8	3
O=C(C1CCCCC1)N(Cc1nc2sc3c(c2c(=O)[nH]1)CCCC3)Cc1cccs1
    3	0	0.0	21	-46	0	11	-10	27	-1
COc1ccc(N2C(=O)CC(Nc3ccc(C)cc3)C2=O)cc1 (centres undefined)
    -3	-2	0.3	10	-30	9	-5	0	0	-2
CCn1cc(C(=O)NCCCN2CCC(C)CC2)c(=O)c2cc(S(=O)(=O)N(C)C3CCCCC3)ccc21
    -5	0	-0.3	5	-18	-9	23	-19	-15	-4
COC(C(=O)Nc1ccc(F)c(F)c1)c1ccccc1 (centres undefined)
    -4	-1	-0.1	-2	-18	4	26	11	4	1
C/C(=N\NC(=O)CSc1nc(C)[nH]c1[N+](=O)[O-])c1ccc(F)cc1
    0	0	-0.1	-1	1	-2	11	-109	56*	-14
CCOc1ccc(NC(=O)CCNC(=O)Cn2cnc3ccccc3c2=O)cc1
    -1	-2	1.4	2	-27	-1	11	11	0	-1
Cc1nc(SCc2ccccc2)c2ccsc2n1
    5	2	-0.7	4	-20	-6	16	-13	31	-2
O=C(NNC(=O)C1C2CCC(C2)C1C(=O)O)c1ccc(Cl)cc1 (centres undefined)
    12	0	0.8	4	-41	1	-23	5	-6	6
Cc1cc(-c2ccc(/C=N/n3cnnc3)o2)c([N+](=O)[O-])cc1C
    -2	4	0.3	0	-39	3	8	9	0	-9
CN(C)CCCN(C(=O)c1ccc(S(=O)(=O)N2CCCCCC2)cc1)c1nc2ccc(F)cc2s1
    3	0	-0.3	1	-23	24	6	20	5	4
O=C(OCC(=O)c1ccc[nH]1)c1ccc(S(=O)(=O)N2CCCCCC2)cc1
    -5	-1	-0.3	24	-38	13	28	3	-1	1
COc1ccc(CN2CCC(C(=O)Nc3ccc(Oc4ccccc4)nc3)CC2)cc1F
    -2	3	0.9	13	-21	23	24	6	21	1
CC(C)(C)NC(=O)CN(Cc1ccc2c(c1)OCO2)C(=O)CNS(=O)(=O)c1ccccc1
    -2	1	-0.2	0	-43	-1	18	11	7	-1
CCOc1ccc(OCC)c(NC(=O)CN2CCN(c3ccc(C)cc3C)CC2)c1
    5	5	-2.1	-21	3	-2	10	23	28	-3
O=C(COC(=O)COc1cccc(C(F)(F)F)c1)NC1CCS(=O)(=O)C1 (centres undefined)
    nt	nt	-0.2	-9	nt	-21	24	1	-10	-2
C=CCNc1nc(Nc2ccc(-c3nc4ccccc4o3)cc2)nc(N2CCOCC2)n1
    -1	2	-0.2	0	-37	9	-4	10	25	-4
COc1cccc(/C=C/C(=O)N2CCN(S(=O)(=O)c3ccccc3)CC2)c1OC
    2	-2	0.5	-4	-35	4	3	-20	2	-5
Cn1c(SCC(=O)N/N=C/c2cccs2)nc2ccccc21
    7	0	nt	nt	-10	1	18	nt	-1	nt
Fc1ccccc1/C=N/Nc1nc(-c2ccccn2)nc2ccccc12
    3	3	2.4	5	16	3	-3	81*	12	0
CC(C)c1cc(C(=O)N/N=C/C(Br)=C/c2ccccc2)n[nH]1
    38*	8	1.2	40	18	-4	-5	-105	-2	21
Cc1nn(-c2ccccc2)c(Cl)c1C(=O)N(C)CC(=O)Nc1cccc(F)c1
    nt	nt	0.3	6	nt	5	22	13	-3	1
Cc1nn(-c2ccccc2)c(Cl)c1C(=O)NCCCCNC(=O)c1c(C)nn(-c2ccccc2)c1Cl
    -7	0	0.2	31	-3	-1	6	-7	10	5
O=C(NCc1nnc(SCc2ccccc2)n1-c1ccccc1)C12CC3CC(CC(C3)C1)C2
    -2	-1	0.2	90*	-10	-2	-2	16	-14	35
CCN(Cc1ccccc1)C(=O)C1CCN(Cc2ccc(SC)cc2)CC1
    2	-2	-1.1	-11	-3	9	18	-2	1	-1
CCOC(=O)C1=C(CSc2nc(CC)c(C)cc2C#N)OC(N)=C(C#N)C1c1ccc(OC)cc1 (centres undefined)
    6	5	0.4	14	-49	1	19	-14	16	7
CC(=O)Nc1ccc(S(=O)(=O)NCc2nc(-c3cccc(C)c3)no2)cc1
    -6	-8	-0.5	4	-14	25	55	-18	21	1
CCOC(=O)N1CCN(CC(=O)Nc2c(C(=O)OC)[nH]c3ccc(Cl)cc23)CC1
    -2	0	0.1	-5	-27	0	2	0	26	-8
Cc1ccc(NC(=O)CSC2=C(C#N)C(c3ccc4c(c3)OCO4)C3=C(CCCC3=O)N2)c(C)c1 (centres undefined)
    -2	3	-0.2	44	-16	1	25	-8	1	10

Some of the entries above, set out differently.
Molecule	IEC-6 cytotox	HSP90 inh	HIF act	HSF1 activator	KLF5 inhibitor	Platelet DG rel	AI-2 QS modul	aSyn 5UTR inh	SKKanGAS inh	HSF1 inhib
COc1cc(C2NC(=O)NC(C)=C2C(=O)OC2CCCCC2)cc(Br)c1O (centres undefined)	-3	-1	-0.7	32	-8	10	12	6	4	23
Cc1cc([N+](=O)[O-])nn1CC(=O)N1CCOCC1	-1	3	0.0	-12	2	18	16	8	-12	-5

The list goes on.
The line under a structure holds: IEC-6 cytotox	HSP90 inh	HIF act	HSF1 activator	KLF5 inhibitor	Platelet DG rel	AI-2 QS modul	aSyn 5UTR inh	SKKanGAS inh	HSF1 inhib
CS(=O)(=O)NCC(c1ccco1)N1CCN(c2ccc(F)cc2)CC1 (centres undefined)
    2	4	-0.2	-8	0	3	23	-12	0	0
CC(=O)c1c(C)[nH]c(C(=O)CN2C(=O)NC(C)(c3ccc(C)cc3)C2=O)c1C (centres undefined)
    -2	-3	-1.1	11	8	-1	3	-1	1	8
CCCNC(=O)NC(=O)CSc1ncc(C(F)(F)F)cc1Cl
    2	3	nt	23	-16	-2	22	42	-1	15
FC(F)(F)c1cccc(CNc2ncccc2-c2nc3cc(Cl)ccc3o2)c1
    -1	2	0.1	8	-15	-2	2	28	15	-5
Cc1nn2c(-c3cccc(NC(=O)c4ccco4)c3)nnc2c2ccccc12
    -5	-2	-0.4	17	-38	3	37	-14	18	-1

Hits appear at their usual frequency; overall some 6% were active at least once.
